WRN inhibitor: qHTS for Inhibitors of WRN Helicase | WRN helicase unwinding, fluorescent forked duplex, kinetic | Bifunctional 3'-5' exonuclease/ATP-dependent helicase WRN (Homo sapiens), Q14191 | 360,000 tested, 0.46% active | AID 651768, 2012 | Potency, µM (highest dose often 114 µM), without a hit: at the top dose activity change, negative = inhibition, usual class: inhibitors; also: potency is read from the fitted curve at half-maximal effect; % is scaled to controls: 0 for no effect and ±100 for the full control effect; nearly all actives have a fitted effect of over 55% in size
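Enzyme (20 nM final) and test compound sit together 15 min at room temperature before substrate addition. Substrate is a single-forked duplex oligonucleotide (100 nM) labelled with fluorophore and quencher, with 2 mM ATP; helicase unwinding raises red fluorescence, read kinetically.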
IL-2 act: qHTS of IL-2 Activators; IL-2 activation reporter assay, cell-based qHTS; stimulated with anti-CD3/CD4/CD28 beads; in transgenic mouse T cells; activation, % (series mostly up to about 46 µM); 360,000 tested, 0.065% active; AID 652025, 2013; in the data active = activation above about 50%; inconclusive = mostly about 30% to 49%; also: 0% is about no effect
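Quantitative HTS in unstimulated transgenic mouse T cells, with memory T cells as non-tolerant control and PMA/ionomycin as tolerance-bypass control. Compound pretreatment lasted 60 minutes before 18 h bead stimulation; EGFP/DsRed fluorescence read.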
PI5P4K alpha inh: qHTS for Inhibitors of phosphatidylinositol 5-phosphate 4-kinase (PI5P4K) | PI5P4Kalpha enzyme, ADP-Glo luminescence, 60 min; active compounds read low | max response, % | Phosphatidylinositol 5-phosphate 4-kinase type-2 alpha (Homo sapiens), P48426 | 330,000 tested, 1.2% active; active = max response of -50% or lower; inconclusive = between -30% and -50%; inactive = -30% or higher; also: value at the top dose of about 77 µM; % is scaled to controls: 0 for no effect and ±100 for the full control effect
Target sequence (P48426 whole entry, looked up): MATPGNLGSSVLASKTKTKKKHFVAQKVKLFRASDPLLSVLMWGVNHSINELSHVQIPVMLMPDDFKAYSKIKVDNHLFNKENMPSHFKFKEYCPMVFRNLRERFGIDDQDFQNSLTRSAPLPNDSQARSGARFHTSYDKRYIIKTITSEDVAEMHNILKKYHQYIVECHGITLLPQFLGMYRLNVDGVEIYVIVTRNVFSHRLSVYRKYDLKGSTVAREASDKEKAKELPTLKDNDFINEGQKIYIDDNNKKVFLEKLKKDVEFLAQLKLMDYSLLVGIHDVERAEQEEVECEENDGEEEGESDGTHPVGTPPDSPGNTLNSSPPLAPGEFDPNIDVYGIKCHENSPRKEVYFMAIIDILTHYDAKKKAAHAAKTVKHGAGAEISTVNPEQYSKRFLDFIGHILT
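ADP-Glo luminescence end-point after a 60 min room-temperature kinase reaction. PI5P4Kalpha and substrate in HEPES pH 7.4 buffer with EGTA, 0.1% CHAPS and 5% DMSO; ATP at 5 microM final.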
DRD3 agonist: qHTS of D3 Dopamine Receptor Agonist: qHTS; AID 652048, 2013; 410,000 tested, 0.58% active; D3R DiscoveRx beta-arrestin cells, luminescence, 90 min; max activation, %; in the data active = max activation above about 30%; also: 0% is about no effect; mostly tested at two doses, the higher about 12 µM
Target sequence (P35462 whole entry, looked up): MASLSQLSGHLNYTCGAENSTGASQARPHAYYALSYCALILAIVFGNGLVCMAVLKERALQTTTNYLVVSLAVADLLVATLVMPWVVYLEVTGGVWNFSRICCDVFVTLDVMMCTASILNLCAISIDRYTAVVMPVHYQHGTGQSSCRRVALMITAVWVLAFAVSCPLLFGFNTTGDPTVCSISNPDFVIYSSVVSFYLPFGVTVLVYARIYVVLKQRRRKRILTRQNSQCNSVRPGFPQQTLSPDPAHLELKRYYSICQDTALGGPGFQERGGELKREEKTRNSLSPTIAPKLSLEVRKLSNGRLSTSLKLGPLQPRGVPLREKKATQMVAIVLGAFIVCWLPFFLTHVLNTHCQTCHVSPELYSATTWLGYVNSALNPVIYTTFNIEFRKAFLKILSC
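Agonist mode: compounds and dopamine controls were applied to plated cells for 90 min at 37 degrees C after an overnight attachment at 1500 cells/well. Luminescent read-out followed 30 - 60 minutes at room temperature with DiscoveRx detection reagent.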
GLP-1R inv ag: qHTS of GLP-1 Receptor Inverse Agonists (Inhibition Mode) | HEK293 GLP-1R CRE-luciferase, luminescence, 24 h; GLP-1R form is constitutively active | Potency, µM (highest dose often 38.3 µM), for inactives: at the top dose activity change, negative = inhibition, usual class: inhibitors | 410,000 tested, 1.6% active; also: potency is read from the fitted curve at half-maximal effect; % is scaled to controls: 0 for no effect and ±100 for the full control effect; nearly all actives have a fitted effect of over 55% in size
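Luminescence readout: a drop in cAMP-driven luciferase signal flags inverse agonism at a constitutively active GLP-1R stably expressed in HEK293. Compound exposure lasted 24 hr at 37 deg C, 5% CO2.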
PLK1 PBD inh: qHTS for Inhibitors of PLK1-PDB (polo-like kinase 1 - polo-box domain): Primary Screen; Plk1 PBD binding of FITC phosphopeptide, fluorescence polarization; Potency, µM, inactives show max response, negative = inhibition, most hits filed as inhibitors; 360,000 tested, 2.8% active; also: potency is read from the fitted curve at half-maximal effect; series mostly up to about 57 µM; % is scaled to controls: 0 for no effect and ±100 for the full control effect; nearly all actives have a fitted effect of over 65% in size
GLP-1R agonist: qHTS of GLP-1 Receptor Agonists; Glucagon-like peptide 1 receptor (Homo sapiens), P43220; AID 624172, 2012; Potency, µM (titrated, usually from 45.6 µM), inactives show at the top dose activation, hits mostly activators; 380,000 tested, 0.007% active; HEK293 GLP-1R CRE-luciferase, luminescence, 4-6 h; cells express a hypersensitive GLP-1R form; also: potency is read from the fitted curve at half-maximal effect; % of control where 0% means no effect
GLP1R cytotox: qHTS of GLP-1 Receptor Inverse Agonists: Cytotox Screen; HEK293 cAMP-luciferase reporter cells, luminescence, 24 h; Potency, µM (doses to about 38.3 µM), inactives show at the top dose activity change, negative = inhibition, most hits filed as inhibitors; 410,000 tested, 0.13% active; AID 624418, 2012;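 also: loss of luciferase light is scored as toxicity; potency is read from the fitted curve at half-maximal effect; % is scaled to controls: 0 for no effect and ±100 for the full control effect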
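MLSMR compounds, 24 hr on cells at 37 deg C/5% CO2; luminescence after luciferase reagent (12 min RT). Inhibition counted as the undesired cytotoxic outcome.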
DRD3 antagonist: qHTS of D3 Dopamine Receptor Antagonist: qHTS. D(3) dopamine receptor (Homo sapiens), P35462. D3R cells, DiscoveRx beta-arrestin luminescence, antagonist mode; active compounds read low. max response, negative = inhibition, %. 360,000 tested, 2.5% active. AID 652054, 2013; in the data active = max response below about -50%; inconclusive = no clear call, values can overlap the other calls; also: % is scaled to controls: 0 for no effect and ±100 for the full control effect; mostly tested at two doses, the higher about 12 µM
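Cells expressing the human receptor were seeded at 1500 cells/well, incubated overnight at 37 degrees C in 5% CO2, then exposed to library compounds with dopamine controls for 90 minutes at 37 degrees C before luminescent detection.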
* hit, by the source's call; ? = inconclusive; nt = not tested or not shown; + = active, no number; [ ] = dose if it differs, or a comment. Unless noted, calls follow the shape of the dose curve; as a rule, active = well fitted curve in the direction sought with a large enough effect; inconclusive = small, poorly fitted or top-dose-only effect, or another doubt; inactive = no such curve, though single readings can be large; an effect the other way counts as inactive or inconclusive.

SMILES	WRN inhibitor	IL-2 act	PI5P4K alpha inh	DRD3 agonist	GLP-1R inv ag	PLK1 PBD inh	GLP-1R agonist	GLP1R cytotox	DRD3 antagonist
OC(c1cc(F)cc(Cl)c1)c1ncc(-c2ccc(Cl)cc2)[nH]1 (stereo not given)	-12%	-0.3	15	-2	?	-2%	-4%	-7%	-8
COc1ccc(NC2CCCN(C(=O)CCCn3cncn3)C2)cc1OC (stereo not given)	-3%	0.3	0	11	8%	-12%	-1%	-6%	1
Cc1cc(OCC(=O)Nc2ccc3c(c2)OCCO3)ccc1Cl	-18%	-0.7	nt	-9	0%	-6%	4%	3%	5
COc1ccc(OC)c(/C=C2/Sc3ccccc3C2=O)c1	-34%	?	-8	-3	18%	3%	4%	-9%	-12
COc1ccccc1-c1cc(C(=O)NCc2ccccc2)no1	-6%	-2.5	nt	-27	?	0%	-5%	2%	-52*
Cc1ccc(C)c(NC(=S)N2CCC(NC(=O)C3CCCCC3)CC2)c1	5%	-1.9	-7	2	5%	-5%	0%	13%	-3
Cc1cc(C)c(NC(=O)/C=C\C(=O)O)c([N+](=O)[O-])c1	-8%	0.0	2	1	3%	-20%	4%	49%[activator]	-16
CCN1CCN(c2ccc(NC(=O)c3cccc(F)c3)cc2Cl)CC1	-12%	-0.8	14	-6	?	-18%	11%	7%	-13
O=C(CN1C(=O)c2ccccc2S1(=O)=O)Nc1ccccc1	-3%	0.3	nt	1	-1%	-2%	0%	-45%	14
COc1ccc(NC(=O)CSc2nnc(C3CC3)n2C)cc1S(=O)(=O)N1CCCCC1	-2%	2.1	1	-8	2%	0%	3%	1%	2
O=c1[nH]c(N2CCc3ccccc32)nc2c1CCCC2	2%	-0.2	8	5	9%	-4%	-2%	-11%	77
CCOC(=O)c1ccc(-c2ccc(/C=N/NC(=O)CN(c3cccc(C)c3)S(C)(=O)=O)o2)cc1	3%	-0.5	-12	1	15%	4%	-1%	2%	15
CC(C)(O[C@@H]1O[C@H](CO)[C@@H](O)[C@H](O)[C@H]1O)[C@@H]1CC=C(C(=O)O)CC1	3%	0.3	-2	6	8%	-5%	-3%	-6%	16
COc1ccc(S(=O)(=O)N2CCN(C(=O)[C@H](Cc3ccccc3)NC(=O)c3ccco3)CC2)cc1	-4%	-2.4	4	-1	-19%	0%	-5%	-21%	1
Cc1cc(C)cc(Nc2ncnc3sc4c(c23)CCCC4)c1	nt	nt	nt	-5	-10%	nt	0%	14%	nt
Cc1ccc(Cn2nnc3c(=O)[nH]c(C4CCCN(S(=O)(=O)c5ccc(F)cc5)C4)nc32)cc1 (stereo not given)	-1%	0.0	-1	-2	13%	-5%	3%	-4%	-5
COc1ccc(CCNC(=O)C2CCCN2C(=O)Nc2ccc(F)cc2)cc1OC (stereo not given)	-29%	2.3	-2	1	-11%	-6%	6%	-1%	-21
COc1ccccc1C1C(C(N)=O)=C(C)Nc2ncnn21 (stereo not given)	-6%	-1.5	-2	-6	6%	-8%	0%	8%	-10
O=[N+]([O-])c1ccc(C(=Nc2cccc3ccccc23)N2CCOCC2)cc1	-5%	-1.1	-1	-9	-24%	-8%	-4%	-18%	-26
Cc1ccc(C(=O)N/N=C\c2ccccc2[N+](=O)[O-])cn1	3%	-1.0	-3	3	14%	-18%	3%	-1%	2
Cc1ccccc1C(=O)NN(C)c1nc2ccccc2nc1C(F)(F)F	-23%	0.1	4	-14	6%	-9%	-7%	-10%	-19
CCOC(=O)Nc1ccc2c(c1)C(=NO)c1ccccc1-2	-6%	-3.6	63	2	?	5%	6%	-39%	6
COc1ccc(N2CCN(c3cc(C(=O)NC4CCCCC4)ncn3)CC2)cc1OC	11%[57.1 µM]	-0.7	-3	-10	-24%	-9%	4%	13%	-30
CS(=O)(=O)N1CCC(C(=O)Nc2ccc(Br)cc2F)CC1	-6%	-1.5	nt	13	5%	1%	0%	-11%	-22
CCOc1cc(/C=N/NC(=O)C2CCCC2)ccc1OC(C)C	11%	-2.7	2	-11	-1%	-4%	-2%	-11%	-8
O=C(Oc1ccc(C(=S)N2CCOCC2)cc1Br)c1cc(Cl)ccc1Cl	-30%	-2.3	nt	3	3%	?	1%	-11%	-25
CC(C)c1ccc(O)c(NC(=O)c2ncn[nH]2)c1	-1%	2.7	-15	13	0%	-5%	8%	-24%	18
Cc1cccc(CS(=O)(=O)Cc2ccc(C(=O)NC3CCCC3)o2)c1	-6%	-1.2	-4	7	-29%	?	-1%	-6%	6
COc1ccc(NS(=O)(=O)c2ccc(O)c(NC(=O)c3cc4c(C)nn(-c5ccc(F)cc5)c4s3)c2)cc1	?	0.4	-25	-6	4%	75µM*	-15%	2%	-30
COc1ccccc1NC(=O)c1c(Nc2ccccc2C)sc(C(=O)Nc2cccc(Cl)c2)c1N	-5%	-2.2	-17	-3	4.5µM*	-5%	-19%	?	?
Cc1ccc(S(=O)(=O)Nc2ccccc2C(=O)N2CCN(C)CC2)cc1	5%	-1.4	0	-7	-11%	5%	-6%	-9%	-7
COc1ccccc1/C=C1\SC(=O)N(CCC(=O)N(C)C2CCS(=O)(=O)C2)C1=O (stereo not given)	-3%	-1.0	5	1	-5%	-8%	-1%	3%	6
C=CCc1ccccc1OCC(O)CNC (stereo not given)	0%	-1.8	6	3	-20%	2%	5%	-9%	-64*
Cc1cccc(OC(=O)c2cccnc2)c1	-3%	-0.1	8	5	26%	-6%	-2%	1%	19
COc1ccc(NS(=O)(=O)c2cccc(C(=O)NCCCN3CCCC3=O)c2)cc1	0%	-0.8	0	-1	2%	-14%	11%	-8%	0
COc1ccc(CN(C(=O)CN2C(=O)c3ccccc3S2(=O)=O)C(C(=O)NCC2CCCO2)c2ccco2)cc1 (stereo not given)	4%	0.2	-3	-9	-18%	1%	10%	0%	-10
O=C(Cn1nc(Cc2ccncc2)c2ccccc2c1=O)N1CCc2ccccc2C1	5%	-3.7	0	-8	2%	-2%	-6%	-4%	0
COc1cc(C(C)=O)ccc1OCC(=O)Nc1ccccc1N1CCCCC1	-32%	-0.5	3	0	?	-14%	-4%	-10%	45
O=c1[nH]cccc1-c1nc2ccccc2[nH]1	-1%	-1.3	-9	-6	5%	-10%	-4%	3%	-9
Cc1ccc(NC(=O)CS(=O)CC(=O)NCC2CCCO2)cc1 (stereo not given)	8%	0.6	-3	-3	0%	-4%	-7%	-5%	25
Cc1nn(C)cc1C(C)NC(=O)c1cc(COc2c(F)cccc2F)on1 (stereo not given)	6%	0.1	4	-7	10%	6%	2%	11%	13
Cc1ccc(/C=N/NC(=O)CNC(=O)COc2ccccc2)o1	1%	-0.2	-7	4	-21%	-12%	0%	-8%	8
CC(C)(C)NC(=O)CN1CCC(O)(c2ccccc2)CC1	-2%	2.5	nt	-17	-2%	-5%	-10%	-7%	+
Cc1ccc(C(=O)NCCc2ccccc2)cc1S(=O)(=O)N1CCOCC1	2%	0.2	-2	2	-4%	2%	15%	?	-3
COc1cccc(C(=O)CN2C(=O)C(C)(C)Oc3ccc(C(=O)N4CCCCCC4)cc32)c1	-4%	1.3	-5	1	-36%	-8%	0%	-8%	37
COc1ccc(COCC(CC(C)C)N2CCN(C(=O)c3cccc(C(F)(F)F)c3)CCC2=O)cc1 (stereo not given)	-3%	-0.5	2	4	?	-13%	32%	-35%	-6
CC(=O)Nc1ccc(NC(=O)CCn2cnnn2)cc1	-2%	1.4	-5	5	-3%	-1%	2%	0%	11
COc1ccccc1CNC(=O)c1cc(-c2ccncc2)nc2c(Cl)cccc12	?	-3.4	-5	0	?	-11%	0%	29%	7
COc1ccc(CC(=O)Nc2ccc(S(=O)(=O)Nc3cc(C)on3)cc2)cc1OC	-17%	-3.2	0	-3	1%	0%	1%	54%[activator]	15
CCOc1cc(NC(=S)NCC(C)C)c(OCC)cc1NC(=O)c1ccco1	6%	-2.1	11	-5	-12%	4%	2%	?	-6
COc1cc(-c2nn3c(COc4ccccc4)nnc3s2)cc(OC)c1OC	16%	-1.4	-7	-2	0%	27µM*	5%	1%	-18
CCOc1ccc(C(=O)N[C@H](C(=O)Nc2cccc(S(=O)(=O)N3CCCCC3)c2)C(C)C)cc1	-17%	-3.2	0	-10	?	-4%	0%	-2%	-13
Cc1ccc(N(CC(=O)N2CCOCC2)S(C)(=O)=O)cc1	3%	-4.1	0	6	1%	3%	-4%	-13%	12
COc1ccc(-c2nnc(Sc3nc4ccccc4o3)c3ccccc23)cc1	-7%	-3.4	nt	-12	-8%	-10%	5%	4%	-14
O=C(CCSc1nc(-c2ccccc2)c(-c2ccccc2)o1)N1CCCCC1	-10%	-1.1	14	8	?	-18%	13%	-5%	18
CCC(C)NC(=O)c1ccccc1C(=O)NC(C)CC (stereo not given)	9%	2.0	nt	10	7%	-11%	-9%	-9%	-6
Cc1nc2cc(N3CCCCC3)c(NC(=O)c3cccnc3)cc2c(=O)n1Cc1ccccc1	-8%	-1.8	-5	-1	-1%	-12%	15%	-23%	1

Full records from above:
Cc1nc2cc(N3CCCCC3)c(NC(=O)c3cccnc3)cc2c(=O)n1Cc1ccccc1 reads WRN inhibitor: -8%; IL-2 act: -1.8; PI5P4K alpha inh: -5; DRD3 agonist: -1; GLP-1R inv ag: -1%; PLK1 PBD inh: -12%; GLP-1R agonist: 15%; GLP1R cytotox: -23%; DRD3 antagonist: 1
Cc1ccc(N(CC(=O)N2CCOCC2)S(C)(=O)=O)cc1 reads WRN inhibitor: 3%; IL-2 act: -4.1; PI5P4K alpha inh: 0; DRD3 agonist: 6; GLP-1R inv ag: 1%; PLK1 PBD inh: 3%; GLP-1R agonist: -4%; GLP1R cytotox: -13%; DRD3 antagonist: 12
